# Screens (PubChem)
# Growth percent in the NCI-60 one-dose screen (48 h, 10 µM unless noted): 100 = growth as untreated, 0 = no growth, -100 = all killed.
# RPMI-8226 – RPMI-8226 leukemia cells; 77,000 tested, 7.5% active
# A549/ATCC – A549/ATCC NSCLC; 81,000 tested, 3.7% active; AID 1794740
# MDA-MB-435 – MDA-MB-435 melanoma. 82,000 tested, 7.8% active. AID 1794794
# HOP-62 – HOP-62 NSCLC; AID 1794735; 80,000 tested, 3.9% active
# M14 – M14 melanoma | 80,000 tested, 6.2% active | AID 1794745
# HOP-92 – HOP-92 NSCLC cells. AID 1794738. 71,000 tested, 6.3% active
# CCRF-CEM – CCRF-CEM leukemia | 77,000 tested, 7% active
# EKVX – EKVX NSCLC | 71,000 tested, 3% active | AID 1794765
# Numbers without * were called inactive; . = not tested or not shown; & = joins results of further samples; [ ] = another dose, or the depositor's remark. Rule for the calls: active = growth percent below 10; inactive = the rest.
SMILES,RPMI-8226,A549/ATCC,MDA-MB-435,HOP-62,M14,HOP-92,CCRF-CEM,EKVX
CC(C)=CCCC1(C)C(/C=N/Nc2ccccc2)C(C#N)(C#N)C1(C#N)C#N (stereo not drawn),98,91,99,88,97,96,88,95
C=CCn1c(SCC(=O)c2ccc(OC)cc2)nnc1-c1ccc(Cl)cc1,103,98,99,97,94,72,16,102
COc1ccc(/C=C/c2nc3ccccc3c(=O)n2CC(=O)Nc2ccc(Cl)cc2)cc1,84,23,91,8.1*,78,.,108,89
C=C1C(=O)O[C@H]2[C@H]1CC/C(COC(=O)NCCCCCCCCNC(=O)OC/C1=C/CC[C@@]3(C)O[C@H]3[C@H]3OC(=O)C(=C)[C@@H]3CC1)=C\CC[C@@]1(C)O[C@@H]21,-43*,2.9*,-90*,-38*,-68*,-83*,-47*,-82*
Cn1cc(C(=O)c2nc(-c3cn(C)c4ccc(F)cc34)no2)c2cc(F)ccc21,91,87,111,92,100,84,92,107
C1CNC(SCCOCCOCCSC2=NCCN2)=N1,105,.,104,89,105,92,102,100
CC[C@H](CC[C@@H](C)[C@H]1CC[C@H]2[C@@H]3/C(=C/c4ccccn4)C(=O)C4=CC(=O)CC[C@]4(C)[C@H]3CC[C@]12C)C(C)C,108,99,101,115,104,107,110,99
O=C1c2nc3n(c2C(=O)c2nc4n(c21)CCCC4)CCCC3,98,100,105,112,108,.,103,100
C/C(=C\c1ccc(OCC(=O)O)c(Cl)c1Cl)[N+](=O)[O-],100,94,106,100,102,104,102,102
O=c1[nH]c(NCc2ccccc2)nc2nc(Nc3ccc(NC(=S)Nc4ccccc4)cc3)nc(-c3ccc(O)cc3O)c12,91,42,105,105,.,89,86,63
CC(=O)Nc1ccc2c(c1)CN1C(=O)c3ccccc3C1=N2,96,108,109,104,100,.,94,.
CC(C)C[C@H](NC(=O)Cn1ccc(NCc2ccccc2)cc1=O)B(O)O,-14*,40,-62*,45,-17*,2.9*,2.8*,.
C=C(C)C(=O)OCCC(C)OC (stereo not drawn),104,87,104,75,96,90,106,97
O=C(O)c1ccccc1C(=O)OCc1ccccc1,60,124,100,100,113,97,83,96
CCC(CC(Br)C(=O)O)NC(=O)c1ccccc1 (stereo not drawn),106,101,101,96,96,102,99,103
C#COc1cccc(Nc2c(C#N)cnc3ncc(NC(=O)CCl)cc23)c1,-18*[6.25 µM],31[6.25 µM],41[6.25 µM],33[6.25 µM],41[6.25 µM],54[6.25 µM],-25*[6.25 µM],52[6.25 µM]
C#C[C@]1(CO)O[C@@H](n2cnc3c(N)nc(F)nc32)C[C@@H]1O,102,85,105,102,106,94,79,101
CCOC(=O)c1sc(/N=C2\C(=O)Nc3ccc(Cl)cc32)nc1C,105,103,116,92,90,103,107,91
Cc1ccccc1-n1c(C)nc2cc(NC(=O)c3ccccc3)ccc2c1=O,98,89,84,95,89,.,99,90
COc1ccc(-c2cc(-c3cccnc3)nc3sc4c(c23)N=CN2CCN=C42)cc1OC,88,75,94,95,110,104,.,104

# A few values from the list:
# RPMI-8226 with `O=c1[nH]c(NCc2ccccc2)nc2nc(Nc3ccc(NC(=S)Nc4ccccc4)cc3)nc(-c3ccc(O)cc3O)c12` : 91
# CCRF-CEM with `C#C[C@]1(CO)O[C@@H](n2cnc3c(N)nc(F)nc32)C[C@@H]1O` : 79
# MDA-MB-435 with `COc1ccc(/C=C/c2nc3ccccc3c(=O)n2CC(=O)Nc2ccc(Cl)cc2)cc1` : 91
# HOP-92 with `C=C(C)C(=O)OCCC(C)OC` (stereo not drawn) : 90
# EKVX with `O=C1c2nc3n(c2C(=O)c2nc4n(c21)CCCC4)CCCC3` : 100

# (listing goes on)
SMILES,RPMI-8226,A549/ATCC,MDA-MB-435,HOP-62,M14,HOP-92,CCRF-CEM,EKVX
NC(=O)c1ccsc1Nc1ccnc(C(F)(F)F)c1,84,98,100,.,111,.,93,.
O=C(O)N/N=C/c1ccc(Cl)cc1,99,92,87,108,95,112,104,94
CC(C)(C)NC(=O)NC(=O)CN1C(=O)NC(C)(c2ccc(Cl)cc2Cl)C1=O (stereo not drawn),.,104,111,96,100,97,100,97
CC1(C)CC(=O)c2c(nn(-c3ccc(Br)cc3)c2-c2cn(-c3ccccc3)nc2-c2cccs2)C1,90,92,98,98,96,95,94,95
O=C(O)CSc1ncnc2nc[nH]c12,92,103,107,88,101,95,93,96
COc1ccc(C2=C(Br)C(=O)C(c3ccc(OC)cc3)=C(Br)C2=O)cc1,82,.,99,103,99,110,.,.
c1ccc2c(c1)CN(C1CCCCC1)CO2,122,116,113,111,110,76,108,108
CC1(C)CC(=O)C2=C(C1)C(c1ccc(Cl)cc1)n1ncc(C#N)c1N2 (stereo not drawn),96,101,103,104,108,99,98,93
C=CCOc1ccc(S(C)(=O)=O)cc1,.,101,122,99,100,107,114,116
Cc1nc2sc3c(c2c(C)c1Br)NC(c1ccccc1C(F)(F)F)NC3=O (stereo not drawn),81,85,98,83,100,70,90,88
CC1=NN(C(=O)c2ccc(NC(=O)c3ccccn3)cc2)C(=O)C1,97,107,98,109,107,112,101,100
O=C(O)C(=Cc1ccccc1)C(=O)O,100,102,105,92,97,86,98,104
COc1ccc(CN2CCC(N3CCCC3=O)c3cc(Cl)ccc32)cc1 (stereo not drawn),.,104,119,98,97,.,.,106
Cc1nc2n(n1)C1(C)CCCC(=O)N1c1ccccc1-2 (stereo not drawn),102,105,105,93,93,109,101,101
Cc1ccc(C(=O)NNc2nccc(Nc3ccc(S(=O)(=O)Nc4ccncc4)cc3)n2)cc1,99,113,102,102,96,92,114,104
COc1cccc(-c2nn(-c3ccccc3)cc2-c2ccnc(NCCNS(=O)(=O)c3cccc4ccccc34)c2)c1,40,55,64,97,65,38,86,61
COc1cc(NC(=O)OCc2ccccc2)c2ncccc2c1,103,96,103,95,107,81,100,94
COc1ccc(C2CC(c3c(C)oc4c(OC)c5occc5c(OC)c4c3=O)=NN2c2ccccc2)cc1OC (stereo not drawn),71,65,75,75,56,52,48,81
CC1=NOCC(=O)N1,100,90,100,105,103,96,90,.
O=S(=O)(Nc1ccc(-n2cnc3cc(-c4ccc(O)cc4)ccc32)cc1)c1ccccc1,69,77,99,102,85,130,70,98
CCCCCCCCCCCCCCCCCC1=CCCN1C(=S)Nc1ccccc1,76,108,105,101,103,83,78,102
CN1CCN(CC#CCOC(=O)CNC(=O)[C@]2(C)CC[C@]3(C)CC[C@]4(C)C(=CC(=O)[C@@H]5[C@@]6(C)CCC(=O)C(C)(C)[C@@H]6CC[C@]54C)[C@@H]3C2)CC1,95,95,110,92,94,104,92,101
COc1ccc(-c2nnc(CSc3nc(-c4ccc(Cl)cc4)c(C#N)c(=O)[nH]3)o2)cc1,103,75,106,75,98,83,96,100
O=c1oc2c(C(F)(F)F)cccc2cc1-c1csc(Nc2ccc(OCCF)cc2)n1,16,18,-23*,22,5.0*,27,5.3*,38
CCOP(=O)(CCCOc1cc2c(cc1OC)C(=O)N1CCC[C@H]1C=N2)OCC,112,119,108,118,109,26,83,174
CN(C)C(=S)NN=C(c1ccccn1)c1ccccn1,18,13,41,26,17,65,-34*,-16*
Cc1ccc(S(=O)(=O)Nc2c(C)cc([N+](=O)[O-])cc2C)cc1,97,96,.,96,110,114,97,99
Cc1[nH]c2ccccc2c1C1Cc2ccccc2N1 (stereo not drawn),97,95,108,79,98,81,99,92
N#Cc1c(N)nnn1Cc1cc(=O)oc2c1ccc1ccccc12,98,91,105,101,101,88,91,76
O=C1CNC(c2ccccc2[N+](=O)[O-])N1O (stereo not drawn),102,106,99,94,103,100,101,.
COC(=O)[C@@]12OC[C@]34[C@H]([C@@H](O)[C@@H]1O)[C@@]1(C)[C@H](O)C(=O)C=C(C)[C@@H]1C[C@H]3OC(=O)C(OC(C)=O)[C@@H]24 (stereo partly drawn),-70*,-19*,-81*,-31*,-85*,-44*,.,-44*
Clc1ccc(Sc2ccccc2)cc1,100,105,114,109,106,88,96,103
CCCCNC(=O)OCc1cc(=O)c(O)co1,104,103,107,104,109,110,101,96
C=C1C(=O)O[C@H]2[C@H]1CC/C(COC(=O)NCCc1c[nH]c3ccc(OC)cc13)=C\CC[C@@]1(C)O[C@@H]21,-18*,64,15,83,14,-8.7*,-6.4*,20
N#Cc1c(N)nc2c(C#N)c(NC(=O)c3ccccc3)nn2c1-c1ccccc1,44,93,97,91,87,82,57,72
COc1ccc2c(c1)CCC1(C)CC(=O)C(Br)=C21 (stereo not drawn),95,94,93,113,104,82,101,.
CCOC(=O)C(Br)C(Br)c1ccccc1 (stereo not drawn),92,97,97,99,91,96,75,95
O=C(O)C1CC1,102,96,109,112,102,54,97,.
Cc1cc(Cl)cc2c1S/C(=C1\Sc3c(C)cc(Cl)cc3C1=O)C2=O,.,100,99,95,99,.,110,97
CCCOC(=O)Nc1ccc(OCC)cc1,106,105,104,112,102,101,110,103

# Entries of single compounds as entered above:
# C#COc1cccc(Nc2c(C#N)cnc3ncc(NC(=O)CCl)cc23)c1 is listed with RPMI-8226: -18*[6.25 µM]; A549/ATCC: 31[6.25 µM]; MDA-MB-435: 41[6.25 µM]; HOP-62: 33[6.25 µM]; M14: 41[6.25 µM]; HOP-92: 54[6.25 µM]; CCRF-CEM: -25*[6.25 µM]; EKVX: 52[6.25 µM]
# C=CCOc1ccc(S(C)(=O)=O)cc1 is listed with RPMI-8226: .; A549/ATCC: 101; MDA-MB-435: 122; HOP-62: 99; M14: 100; HOP-92: 107; CCRF-CEM: 114; EKVX: 116
# Cc1cc(Cl)cc2c1S/C(=C1\Sc3c(C)cc(Cl)cc3C1=O)C2=O is listed with RPMI-8226: .; A549/ATCC: 100; MDA-MB-435: 99; HOP-62: 95; M14: 99; HOP-92: .; CCRF-CEM: 110; EKVX: 97

# Further records:
SMILES,RPMI-8226,A549/ATCC,MDA-MB-435,HOP-62,M14,HOP-92,CCRF-CEM,EKVX
CC(=O)Nc1cc2c(c([N+](=O)[O-])c1C)C(C)(C)CC2(C)C,113,96,104,83,103,83,94,95
Clc1ccccc1/C=C/c1nn2c(-c3ccncc3)nnc2s1,101,106,103,108,86,103,98,94
COc1cccc(CO)c1OC,94,99,112,102,111,100,102,103
CC(C)N1C(=O)/C(=c2\sc3n(c2=O)C2C(NN=3)N(C)C(=O)N2C)c2ccccc21 (stereo not drawn),94,51,-21*,75,45,43,70,89
COc1ccc(/C=N/NC(=O)Cc2nc3ncccc3[nH]c2=O)cc1,99,105,103,96,112,85,96,93
O=C(/C=C/c1cc(=O)c2ccccc2o1)CC(=O)/C=C/c1cc(=O)c2ccccc2o1,105,94,100,98,111,.,97,.
O=[N+]([O-])c1ccc(CSc2nnc(-c3ccncc3)o2)cc1,84,92,99,100,86,99,93,96
CCCCCCCCCNc1ccc(C(=O)O)cc1C(F)(F)F,103,103,110,103,115,95,105,106
O=C1NC(c2ccc(C(F)(F)F)cc2)N=C2C(c3ccccc3)=NOC12 (stereo not drawn),112,95,108,100,108,85,107,84
NC(=O)c1cccc(C#CCNC[C@H]2C[C@@H](n3ccc4c(Cl)ncnc43)[C@H](O)[C@@H]2O)c1,110,101,-90*,106,104,.,102,106
c1ccc(CSc2nnc(-c3ccc(-c4nc5ccccc5[nH]4)cc3)o2)cc1,84,100,103,87,112,107,93,88
CCOC(=O)C1=C(C)N=C2Sc3cccc(OC)c3N2[C@H]1c1ccccn1,106,94,110,81,103,93,102,86
CN1CCC[C@]2(C)[C@H]3CC[C@]4(C)C(=O)/C(=C/c5ccccn5)C[C@H]4[C@@H]3CC[C@@H]12,118,81,98,89,96,.,89,83
COc1ccc(/C=C2/SC(N3CCN(c4ccc(Cl)cc4)CC3)=NC2=O)cc1OC,87,95,99,95,95,86,98,94
CCOC(=O)c1c(C)csc1NC(=O)CSCC(=O)OC,100&97,103&103,105&107,94&132,119&104,103,98,108
CC[C@@H](C)OC(=O)c1nn(C(C)=O)c2ccccc12,107,90,103,105,102,104,103,101
COc1cc(/C=C/c2cc(/C=C/c3cc(OC)c(OC)c(OC)c3)n(-c3ccccc3)n2)cc(OC)c1OC,56,76,64,91,82,64,70,89
Clc1ccc(-c2cn3c(n2)SCC3)c(Cl)c1Cl,58,89,93,.,93,70,68,84
Cc1ccc(C2CC(c3ccc4c(c3)OCO4)=NN2C(N)=S)cc1 (stereo not drawn),.,102,107,121,104,98,92,98
COc1ccc(-c2cs/c(=N\N=C\c3ccc(Cl)cc3)n2C)cc1,73,88,86,104,.,94,86,69
C=CCc1cc(C(C)(C)CC(C)(C)C)cc(CN(C)C)c1O,103,98,102,104,105,76,105,112
Nc1nc2c(c(=O)[nH]1)NC(=N[C@@H](Cc1ccccc1)C(=O)O)CN2,102,101,105,95,106,92,109,109
CCOC(=O)C(C#N)(Cc1ccc2ccccc2n1)Cc1ccc2ccccc2n1,89,96,100,97,105,100,102,82
N=C(N)NCCC[C@@H]1NC(=O)c2ccc(nc2)-c2ccc(cn2)NC(=O)CCNC(=O)[C@H](CCCNC(=N)N)NC(=O)[C@H](CCCNC(=N)N)NC(=O)[C@H](CCCNC(=N)N)NC(=O)c2ccc(nc2)-c2ccc(cn2)NC(=O)CCNC(=O)[C@H](CCCNC(=N)N)NC(=O)[C@H](CCCNC(=N)N)NC(=O)[C@H](CCCNC(=N)N)NC(=O)c2ccc(nc2)-c2ccc(cn2)NC(=O)CCNC(=O)[C@H](CCCNC(=N)N)NC(=O)[C@H](CCCNC(=N)N)NC1=O,88[4 µM],90[4 µM],102[4 µM],71[4 µM],79[4 µM],91[4 µM],93[4 µM],90[4 µM]
CCOCc1cc(=O)[nH]c(SC)n1,93,105,107,101,112,.,104,91
CCN(CC)CCOC(=O)C(C1CCCCC1)C1(O)CCCCCC1 (stereo not drawn),93,89,105,91,95,82,94,103
CCOC(=O)c1c(C)nn(CC(O)c2ccccc2)c1NC(=O)Nc1ccc(F)cc1 (stereo not drawn),79,83,85,93,96,82,88,95
